Source: PubChem (National Center for Advancing Translational Sciences (NCATS))
PKM2 act – increases activity of human pyruvate kinase M2; P14618; purified PKM2, Kinase-Glo ATP luminescence, activation; response scale: 0% is enzyme alone, no compound; Potency, µM (top dose mostly 57.5 µM), inactives show at the highest dose activation, most hits filed as activators; 260,000 compounds, 0.34% hits; AID 1631; also: potency is read from the fitted curve at half-maximal effect; nearly all actives have a fitted effect of over 55% in size
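Kinase-Glo luminescence reports ATP generated from ADP (0.1 mM) and PEP (0.5 mM) by purified hPK-M2 after 1 h at room temperature, pH 7.2 imidazole buffer; intermediate enzyme activity allows detecting inhibitors and activators.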
Coupling enz – inhibits coupling enzyme system, counter-screen for aldolase hits | coupling enzyme system counterscreen, AmpLite Red fluorescence | 290,000 compounds, 0.67% hits | activity change, negative = inhibition, % at 58.2 µM, hits read low; in the data active = activity change below about -30%
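Compounds tested against the coupling enzymes alone at 57.5 uM final; readout was AmpLite Red fluorescence (525/598 nm) after 20 min at RT.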
Eya2 phos inh – blocks the phosphatase activity of human Eya2. AID 488837. recombinant Eya2, OMFP fluorescence dephosphorylation (OMFP is methylfluorescein phosphate). 330,000 compounds, 0.006% hits. Potency, µM (series often up to 76.9 µM), for the others: at the top dose activity, negative = inhibition, most hits filed as inhibitors. O00167; also: potency is read from the fitted curve at half-maximal effect
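Eya2 protein (added as 0.2 uM solution) was preincubated with compound for 10 min at ambient temperature in 50 mM HEPES pH 7.5, 50 mM NaCl, 5 uM MgCl2, 0.05% BSA, 1 mM DTT. OMFP (added at 50 uM) then reacted 10 min; fluorescence read at 485/525 nm.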
USP2a inh – USP2a (human) protease inhibition. USP2 core, Ub-CHOP2 coupled fluorogenic reporter, 485/531. Potency, µM (titrated, usually from 38.3 µM), for the others: at the highest dose activity change, negative = inhibition, usual class: inhibitors. 330,000 compounds, 0.01% hits. AID 463254;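 also: potency is read from the fitted curve at half-maximal effect; plate controls were DMSO wells for no effect and full inhibition by NEM control for full effect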
Target sequence (O75604 whole entry, looked up): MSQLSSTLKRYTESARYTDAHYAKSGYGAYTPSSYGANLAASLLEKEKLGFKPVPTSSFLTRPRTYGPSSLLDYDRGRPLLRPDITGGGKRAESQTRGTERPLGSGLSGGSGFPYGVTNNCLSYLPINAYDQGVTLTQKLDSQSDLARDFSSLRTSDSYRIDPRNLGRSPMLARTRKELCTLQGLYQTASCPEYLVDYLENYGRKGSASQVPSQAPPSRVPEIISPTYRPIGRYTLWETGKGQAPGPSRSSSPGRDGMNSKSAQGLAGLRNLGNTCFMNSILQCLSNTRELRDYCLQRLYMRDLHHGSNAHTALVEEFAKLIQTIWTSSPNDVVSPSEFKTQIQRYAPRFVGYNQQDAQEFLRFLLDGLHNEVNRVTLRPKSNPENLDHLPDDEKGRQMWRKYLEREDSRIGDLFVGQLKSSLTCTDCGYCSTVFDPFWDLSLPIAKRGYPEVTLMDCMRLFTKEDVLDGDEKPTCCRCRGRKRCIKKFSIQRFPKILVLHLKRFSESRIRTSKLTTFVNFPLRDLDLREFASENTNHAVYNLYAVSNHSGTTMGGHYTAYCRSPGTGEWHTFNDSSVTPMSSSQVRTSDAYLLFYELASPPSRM
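Deubiquitinase activity read as fluorescence (485/531 nm) after Ub-CHOP2 cleavage activates the enterokinase reporter on its substrate; USP2 core 10nM, Ub-CHOP2 and substrate 25nM each, 30min compound preincubation then 60min RT; data normalized to NEM, curves fitted.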
Giardia kill – kills Giardia lamblia; Giardia lamblia trophozoite viability; activity change, % at 7.66 µM, hits read low; 340,000 compounds, 0.15% hits; in the data active = activity change below about -80%; inconclusive = between about -30% and that limit;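 also: parasites exposed to compound for two days anaerobically before the ATP read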
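Trophozoite viability was measured as ATP-dependent luminescence, read 15-30 min after reagent addition. Before that, parasites at 100 cells/well were exposed to compounds for 48 h, anaerobically, at 37 deg C.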
B2AR arrestin – agonists driving beta-arrestin recruitment to human beta2-adrenergic receptor; P07550; beta-arrestin recruitment to beta2AR, cell-based reporter; Potency, µM (top dose mostly 46.1 µM), for the others: at the top dose activation, actives largely listed as activators; 330,000 compounds, 0.02% hits; AID 492947;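 also: potency is read from the fitted curve at half-maximal effect; 0% = DMSO controls and full agonism = EC100 isoproterenol or metaproterenol; nearly all actives have a fitted effect of over 65% in size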
Chronic BCR inh – blocks chronic active B-cell receptor signaling; ABC-DLBCL IkBa-CBG/CBR reporter, luminescence ratio, 4 h; Potency, µM (doses to about 46.1 µM), inactives show top-dose ratio change, negative = lower green/red ratio, hits mostly inhibitors; 340,000 compounds, 0.05% hits; AID 493014; active = well fitted inhibition curve with a large enough effect in the signal ratio, with a control signal flat, not every such curve was filed as active; inconclusive = small, poorly fitted or top-dose-only effect, or effect the other way, or a change in a side signal; the % refers to the signal ratio;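 also: potency is read from the fitted curve at half-maximal effect; plate controls were basal doxycycline-induced cells for no effect and cells given 10 µM MG132 for full effect; MG132 reads +100%, hits lower the ratio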
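Concentration-response series (up to 46 uM) were applied to TMD8 dual-reporter cells for 4 h at 37C with doxycycline. Green/red ratio, after filter-overlap correction, defined %Activity; red signal alone was normalised to basal cells and zero luminescence.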
KCNH2 3.1 inh – inhibitors of human KCNH2 3.1 potassium channel isoform; U2OS KCNH2 3.1, thallium flux FluxOr; stronger effect = lower value; activity change, % (tested at about 1.8 µM); 340,000 compounds, 0.95% hits; AID 720553;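 active = maximum activity change below -70%; inconclusive = maximum activity change from -70% to -50%; inactive = maximum activity change above -50%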;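 also: thallium influx rate constant from kinetic fluorescence after stimulation buffer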
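Virally transduced U2OS (3.1 isoform, 4 h infection in dark at RT) → overnight 37 C → FluxOr + Red40 in HBSS/HEPES, 45 min → stimulation buffer, 2 min kinetic read → rate constant vs DMSO controls.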
KCNH2 WT inh – KCNH2 (human, wildtype) channel inhibition; U2OS, BacMam KCNH2, thallium flux FluxOr; stronger effect = lower value; activity change, % at 1.84 µM; 340,000 compounds, 0.37% hits; AID 720551;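 active = maximum activity change below -70%; inconclusive = maximum activity change between -70% and -50%; inactive = maximum activity change above -50%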
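U2OS cells were transduced with wild-type KCNH2 virus (2.03 x 10^8 / mL) for 4 h at room temperature, then cultured overnight at 37 C. Thallium flux was read with FluxOr dye. Rate constants were normalized to DMSO controls.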
GALK inh – inhibitors of human galactokinase | Potency, µM (series often up to 57.5 µM), inactives show top-dose activity change, negative = inhibition, actives largely listed as inhibitors | Purified GALK, Kinase-Glo residual ATP luminescence | P51570 | AID 1868 | 270,000 compounds, 0.007% hits; also: potency is read from the fitted curve at half-maximal effect
Target sequence (P51570 whole entry, looked up): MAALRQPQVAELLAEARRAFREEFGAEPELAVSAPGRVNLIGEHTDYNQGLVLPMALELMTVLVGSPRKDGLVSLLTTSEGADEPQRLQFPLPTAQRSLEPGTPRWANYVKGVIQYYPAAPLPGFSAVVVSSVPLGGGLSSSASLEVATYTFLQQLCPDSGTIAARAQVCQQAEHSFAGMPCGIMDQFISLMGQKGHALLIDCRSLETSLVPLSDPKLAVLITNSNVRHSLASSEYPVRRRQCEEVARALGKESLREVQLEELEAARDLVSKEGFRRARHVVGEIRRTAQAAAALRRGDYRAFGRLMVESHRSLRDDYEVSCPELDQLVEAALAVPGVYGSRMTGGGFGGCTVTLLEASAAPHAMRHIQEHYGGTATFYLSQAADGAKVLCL
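Galactose (100 uM) and ATP (35 uM) were turned over by 5 nM GALK for 1 h at RT. Kinase-Glo Plus then converted the remaining ATP into a luminescent signal.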
uPA generation – blocks generation of uPA at the cell surface. cell surface uPA generation assay, qHTS. Potency, µM (highest dose often 38.3 µM), for inactives: top-dose activity change, negative = inhibition, most hits filed as inhibitors. 330,000 compounds, 0.31% hits. AID 540303; active = well fitted inhibition curve with a large enough effect; inconclusive = small, poorly fitted or top-dose-only effect; inactive = no such curve, though single readings can be large or run the other way; tested in mouse RAW 264.7 cells; also: potency is read from the fitted curve at half-maximal effect; nearly all actives have a fitted effect of over 55% in size
The depositor's hits bear a star; [ ] = remark or other dose. Unless noted, calls follow the shape of the dose curve; as a rule, active = well fitted curve in the direction sought with a large enough effect; inconclusive = small, poorly fitted or top-dose-only effect, or another doubt; inactive = no such curve, though single readings can be large; an effect the other way counts as inactive or inconclusive. Unless noted, % is scaled to controls: 0 for no effect and ±100 for the full control effect.

What do the screens show for `CCOC(=O)N1CCC(NC(=O)Cc2cn(C)c3ccccc23)CC1`?
PKM2 act: 0%; Coupling enz: 2; Giardia kill: 1; KCNH2 3.1 inh: 4; KCNH2 WT inh: -3; GALK inh: 2%; uPA generation: 3%

How did COc1cc(S(=O)(=O)N2CCCCC2)ccc1NC(=O)c1ccc(F)cc1 do in these assays?
PKM2 act: -1%; Coupling enz: 2; Eya2 phos inh: -10%; USP2a inh: 1%; Giardia kill: -3; B2AR arrestin: 0.0%; Chronic BCR inh: 3%; KCNH2 3.1 inh: -8; KCNH2 WT inh: -4; GALK inh: 3%; uPA generation: -1%

Results for Cc1ccc(S(=O)(=O)N2CCN(CC(=O)N/N=C/c3ccccc3OCC(=O)O)CC2)cc1 ?
PKM2 act: -5%; Coupling enz: 3; Eya2 phos inh: 3%; USP2a inh: 2%; Giardia kill: 19; B2AR arrestin: -0.9%; Chronic BCR inh: 5%; KCNH2 3.1 inh: -11; KCNH2 WT inh: -6; uPA generation: -1%

What do the screens show for `O=[N+]([O-])c1cc([N+](=O)[O-])c(Oc2ccc(F)cc2)cc1NN1CCCCC1`?
PKM2 act: -2%; Coupling enz: 1; Eya2 phos inh: -1%; USP2a inh: -1%; Giardia kill: 14; B2AR arrestin: -0.7%; Chronic BCR inh: -4%; KCNH2 3.1 inh: 33; KCNH2 WT inh: -1; uPA generation: -1%

What do the screens show for `O=C(NN1C(=O)C2C(c3ccccc3)C=CC(c3ccccc3)C2C1=O)c1ccccc1` (stereo unspecified)?
PKM2 act: -14%; Coupling enz: 2; Eya2 phos inh: -9%; USP2a inh: -8%; Giardia kill: 11; B2AR arrestin: 7.0%; Chronic BCR inh: inconclusive; KCNH2 3.1 inh: 12; KCNH2 WT inh: 2; GALK inh: 0%; uPA generation: -2%

Results for CC(C)n1cc(/C=C2\NC(=O)N(c3cccc(Cl)c3)C2=O)c2ccccc21 ?
PKM2 act: -1%; Coupling enz: 0; Eya2 phos inh: -15%; USP2a inh: -5%; Giardia kill: -11; B2AR arrestin: 0.1%; Chronic BCR inh: inconclusive; KCNH2 3.1 inh: -10; KCNH2 WT inh: 0; GALK inh: 2%; uPA generation: -13%

Results for CCOc1c2ccc(C(=O)NCc3ccco3)cc2nn1CC ?
PKM2 act: 5%; Coupling enz: 2; Eya2 phos inh: 10%; USP2a inh: 0%; Giardia kill: 8; B2AR arrestin: 0.3%; Chronic BCR inh: 4%; KCNH2 3.1 inh: 3; KCNH2 WT inh: -4; GALK inh: 3%; uPA generation: -2%

How did CCc1c(C)sc(NC(=O)c2cc(C3CC3)on2)c1C#N do in these assays?
PKM2 act: -14%; Coupling enz: -5; Eya2 phos inh: 9%; USP2a inh: 0%; Giardia kill: -2; B2AR arrestin: 0.3%; Chronic BCR inh: inconclusive; KCNH2 3.1 inh: 1; KCNH2 WT inh: -3; GALK inh: 1%; uPA generation: -1%

What do the screens show for `CN(C(=O)Nc1ccc(C(C)(C)C)cc1)C1CCCCC1`?
PKM2 act: -2%; Coupling enz: 0; Eya2 phos inh: 1%; USP2a inh: 1%; Giardia kill: 7; B2AR arrestin: 0.1%; Chronic BCR inh: 2%; KCNH2 3.1 inh: 20; KCNH2 WT inh: 5; GALK inh: 0%; uPA generation: 0%

Results for Cc1ccc(N(C(=O)c2ccccn2)C2(C(=O)NC3CCCC3)CCCCC2)cc1 ?
PKM2 act: 3%; Coupling enz: 2; Eya2 phos inh: -19%; USP2a inh: 2%; Giardia kill: -11; B2AR arrestin: 0.1%; Chronic BCR inh: inconclusive; KCNH2 3.1 inh: -16; KCNH2 WT inh: 9; GALK inh: 2%; uPA generation: -3%

How did O=C(Nc1cc(C(=O)N2CCOCC2)ccc1N1CCCC1)c1cccs1 do in these assays?
PKM2 act: 0%; Coupling enz: 3; Eya2 phos inh: 18%; USP2a inh: 2%; Giardia kill: 5; B2AR arrestin: 0.1%; Chronic BCR inh: 0%; KCNH2 3.1 inh: -17; KCNH2 WT inh: 13; GALK inh: -4%; uPA generation: 10%

How did CC(C)c1ccc(OCC(=O)N2CCN(c3ccccn3)CC2)c(Br)c1 do in these assays?
PKM2 act: 1%; Coupling enz: 0; Eya2 phos inh: 2%; USP2a inh: 2%; Giardia kill: -7; B2AR arrestin: -0.1%; Chronic BCR inh: -1%; KCNH2 3.1 inh: -9; KCNH2 WT inh: -3; GALK inh: -7%; uPA generation: 4%

How did CN(CCCNC(=O)C1CCC(=O)N1Cc1ccc(F)cc1)c1ccccc1 (stereo unspecified) do in these assays?
PKM2 act: -2%; Coupling enz: -1; Eya2 phos inh: -8%; USP2a inh: 8%; Giardia kill: 25; B2AR arrestin: 0.5%; Chronic BCR inh: -3%; KCNH2 3.1 inh: 7; KCNH2 WT inh: -1; GALK inh: 3%; uPA generation: -14%

How did COc1cc2c(cc1OC)CN(Cc1cc(=O)n3cc(C)ccc3n1)CC2 do in these assays?
PKM2 act: -3%; Coupling enz: -22; Eya2 phos inh: 3%; USP2a inh: 4%; Giardia kill: -12; B2AR arrestin: 0.3%; Chronic BCR inh: 3%; KCNH2 3.1 inh: 3; KCNH2 WT inh: -2; GALK inh: 3%; uPA generation: 2%

What do the screens show for `CC(C)COc1ccc(C(=O)NNC(=O)CCC(=O)c2cccs2)cc1`?
Eya2 phos inh: 8%; USP2a inh: 4%; Giardia kill: -23; B2AR arrestin: -0.9%; Chronic BCR inh: 1%; KCNH2 3.1 inh: -17; KCNH2 WT inh: 15; uPA generation: 12%

How did COc1cccc(CC2(CO)CCCN(Cc3ccc(OC)c(C)c3OC)C2)c1 (stereo unspecified) do in these assays?
PKM2 act: 0%; Coupling enz: -1; Eya2 phos inh: 15%; USP2a inh: 0%; Giardia kill: -17; B2AR arrestin: 2.5%; Chronic BCR inh: -7%; KCNH2 3.1 inh: -113*; KCNH2 WT inh: -79*; GALK inh: 4%; uPA generation: inconclusive

What do the screens show for `CC(C)C(NC(=O)OC(C)(C)C)C(=O)N1CCCC1C(=O)NC(Cc1ccccc1)C(N)=O` (stereo unspecified)?
PKM2 act: -1%; Coupling enz: 1; Eya2 phos inh: -2%; USP2a inh: -2%; Giardia kill: 39[activator]; B2AR arrestin: -0.5%; Chronic BCR inh: 8%; KCNH2 3.1 inh: 11; KCNH2 WT inh: 1; GALK inh: 1%; uPA generation: 8%

Results for CN(C)C=Nc1nc2ccccc2nc1N1CCCC1 ?
PKM2 act: 8%; Coupling enz: 1; Eya2 phos inh: 2%; USP2a inh: 0%; Giardia kill: -1; B2AR arrestin: -0.1%; Chronic BCR inh: inconclusive; KCNH2 3.1 inh: -8; KCNH2 WT inh: 2; GALK inh: 3%; uPA generation: -8%

What do the screens show for `C=CC[C@H](CC(=O)N(CCO)Cc1ccccc1)C(=O)N[C@H](COC(=O)[C@@H](CC=C)Cc1ccc(F)cc1)Cc1c[nH]c2ccccc12`?
Eya2 phos inh: -7%; USP2a inh: 1%; Giardia kill: -16; B2AR arrestin: -0.2%; Chronic BCR inh: inconclusive; KCNH2 3.1 inh: -8; KCNH2 WT inh: 3; uPA generation: inconclusive

How did CC(=O)Nc1ccc(C(=O)COC(=O)CCN2C(=O)C3CC=CCC3C2=O)cc1 (stereo unspecified) do in these assays?
PKM2 act: -5%; Coupling enz: -2; Eya2 phos inh: 9%; USP2a inh: -1%; Giardia kill: 12; B2AR arrestin: 0.3%; Chronic BCR inh: 5%; KCNH2 3.1 inh: 10; KCNH2 WT inh: -2; GALK inh: 1%; uPA generation: 12%

How did Cc1cc(N2CCCCC2)n2ncc(-c3ccc(Cl)cc3)c2n1 do in these assays?
PKM2 act: -19%; Coupling enz: 0; Eya2 phos inh: 12%[15.4 µM]; USP2a inh: 0%; Giardia kill: -16; B2AR arrestin: -0.4%; Chronic BCR inh: inconclusive; KCNH2 3.1 inh: -3; KCNH2 WT inh: 10; GALK inh: 2%; uPA generation: -8%

Already shown: an excerpt of the list.
How did CC(=O)Nc1ccc(C(=O)COC(=O)CCN2C(=O)C3CC=CCC3C2=O)cc1 (stereo unspecified) do in these assays?
PKM2 act: -5%; Coupling enz: -2; Eya2 phos inh: 9%; USP2a inh: -1%; Giardia kill: 12; B2AR arrestin: 0.3%; Chronic BCR inh: 5%; KCNH2 3.1 inh: 10; KCNH2 WT inh: -2; GALK inh: 1%; uPA generation: 12%

How did Cc1cc(N2CCCCC2)n2ncc(-c3ccc(Cl)cc3)c2n1 do in these assays?
PKM2 act: -19%; Coupling enz: 0; Eya2 phos inh: 12%[15.4 µM]; USP2a inh: 0%; Giardia kill: -16; B2AR arrestin: -0.4%; Chronic BCR inh: inconclusive; KCNH2 3.1 inh: -3; KCNH2 WT inh: 10; GALK inh: 2%; uPA generation: -8%
